Source: PubChem (several laboratories)
VLA-4 inh – inhibition in a human VLA-4 binding assay. P13612. VLA-4 expressing cells, ligand binding flow cytometry. inhibition, % (about 7 µM as worked out from the volumes in the protocol). hit rate 0.2% among 330,000; in the data active means inhibition above about 50%
AGP1 TOR yeast – alters AGP1-GFP fluorescence in TOR pathway yeast screen; AID 2066; S. cerevisiae AGP1-GFP multiplex flow cytometry, 3 h; GFP as percent of DMSO wells; hit rate 0.02% among 320,000; GFP response vs DMSO, % at 10 µM;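 active means GFP response relative to DMSO above a set limit, near screen average plus 3 SD, cut at about 150% in these data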;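 further: median GFP channel fluorescence of the gated AGP1 strain per well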
GLD-1 RNA inh – GLD-1-TGE RNA interaction inhibition (C. elegans); Q17339; AID 2280; purified GLD-1 + fluorescein TGE RNA, fluorescence polarization; inhibition, % at 5.96 µM; hit rate 0.44% among 320,000;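 active means percent inhibition above a per-plate cutoff, the plate mean of test compounds plus 3 SD, cut at about 30% in these data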;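 further: 0% = DMSO wells with GLD-1 and probe and 100% = wells lacking GLD-1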
GRK2 inh – blocks RNA aptamer binding to human GRK2; P25098; bead flow cytometry, FAM-aptamer displacement from GRK2; inhibition of aptamer binding, % at 10 µM; hit rate 0.59% among 330,000;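 active means inhibition of aptamer binding above 40%, roughly 3 SD of noise, on plates passing a quality check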;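 further: median bead fluorescence of bound FAM aptamer so fluorescent compounds give negative values; no value below 0 was filed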
Target sequence (P25098 whole entry, looked up): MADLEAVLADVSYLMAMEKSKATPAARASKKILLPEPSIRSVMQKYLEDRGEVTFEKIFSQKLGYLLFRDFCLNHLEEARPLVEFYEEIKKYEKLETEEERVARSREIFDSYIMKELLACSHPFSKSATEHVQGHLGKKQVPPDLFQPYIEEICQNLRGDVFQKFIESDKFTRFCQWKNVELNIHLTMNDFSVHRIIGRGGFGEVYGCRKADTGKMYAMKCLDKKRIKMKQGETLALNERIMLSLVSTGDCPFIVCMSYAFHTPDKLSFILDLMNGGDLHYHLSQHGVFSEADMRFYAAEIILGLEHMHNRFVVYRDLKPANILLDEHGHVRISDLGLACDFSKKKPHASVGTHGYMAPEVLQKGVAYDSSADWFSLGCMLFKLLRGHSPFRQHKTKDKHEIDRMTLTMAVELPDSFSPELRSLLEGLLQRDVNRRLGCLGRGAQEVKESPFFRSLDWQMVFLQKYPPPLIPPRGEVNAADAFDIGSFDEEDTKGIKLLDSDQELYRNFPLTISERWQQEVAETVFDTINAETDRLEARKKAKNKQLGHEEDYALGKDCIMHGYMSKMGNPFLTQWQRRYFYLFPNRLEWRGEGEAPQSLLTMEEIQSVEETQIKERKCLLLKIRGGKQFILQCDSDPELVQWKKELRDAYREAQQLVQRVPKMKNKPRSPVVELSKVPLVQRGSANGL
BCLXL inh – inhibitors of human Bcl-xL. Q07817. GST-Bcl-xL / FITC-Bim BH3 peptide fluorescence polarization. inhibition, % at 10.9 µM. hit rate 0.7% among 320,000;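 active means inhibition above the mean of all tested compounds plus 3 SD, cutoff set per campaign, cut at about 30% in these data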;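 further: 0% = DMSO wells and 100% = unlabeled Bim-BH3 peptide competitor; inhibitors lower millipolarization by displacing the labeled peptide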
MEX-5 binding – C. elegans MEX-5 TCR-2 RNA binding activity | Q9XUB2 | MEX-5/FITC-TCR2 RNA binding, fluorescence polarization; active compounds read low | activity score (negative = inhibition of binding), % at 10 µM | hit rate 0.38% among 300,000 | AID 1832;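 active means inhibition past about -25% in most replicates, and total fluorescence under double the plate's negative control median, limit read from the data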;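 further: 0% = DMSO and -100% = 5 µM competing unlabeled TCR2 RNA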
CIT2-GFP yeast – modulators of TOR pathway CIT2-GFP in S. cerevisiae; S. cerevisiae CIT2-GFP strain, flow cytometry, 3 h; 100 means same as DMSO wells; GFP response vs DMSO, % at 10 µM; hit rate 0.065% among 320,000;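 active means GFP response relative to DMSO above a set limit, near the screen mean plus 3 SD, cut at about 150% in these data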;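 further: ratio of well median GFP fluorescence to mean of DMSO wells on the plate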
Fam108B inh – blocks mouse Fam108B hydrolase in RBBP9 counter-screen. hit rate 0.33% among 300,000. recombinant Fam108B, FP-Rh probe fluorescence polarization. inhibition, % at 9.51 µM;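 active means inhibition above the screen mean inhibition plus 3 SD, computed separately per campaign, cut at about 18% in these data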;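 further: inhibitors lower polarization as less probe binds the enzyme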
MCL1 BIM primary – disrupts human MCL1 binding to BIM-BH3 peptide; GST-MCL1 / FITC-Bim-BH3 fluorescence polarization; inhibition, % at 10.9 µM; hit rate 0.68% among 320,000; Q07820;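 active means inhibition above the mean inhibition of all tested compounds plus 3 SD, set per campaign, cut at about 40% in these data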;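 further: 0% = DMSO wells and 100% = unlabeled Bim-BH3 peptide control; higher means more loss of mP so more displacement of Bim peptide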
Target sequence (Q07820 whole entry, looked up): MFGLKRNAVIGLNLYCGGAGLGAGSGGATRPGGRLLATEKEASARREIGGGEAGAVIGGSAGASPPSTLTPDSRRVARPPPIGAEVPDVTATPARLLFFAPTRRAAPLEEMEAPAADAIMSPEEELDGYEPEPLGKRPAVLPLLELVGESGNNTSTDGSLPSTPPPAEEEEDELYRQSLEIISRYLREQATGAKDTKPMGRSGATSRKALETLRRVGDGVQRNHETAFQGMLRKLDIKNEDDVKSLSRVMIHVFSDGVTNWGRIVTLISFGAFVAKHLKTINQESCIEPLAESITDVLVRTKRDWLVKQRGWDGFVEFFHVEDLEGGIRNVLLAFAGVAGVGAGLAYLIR
The depositor's hits bear a star; . = no result given; [ ] = dose if it differs, or a comment.

SMILES	VLA-4 inh	AGP1 TOR yeast	GLD-1 RNA inh	GRK2 inh	BCLXL inh	MEX-5 binding	CIT2-GFP yeast	Fam108B inh	MCL1 BIM primary
Cc1ccc(Cc2nc(-c3cccnc3)no2)cc1	-3	93	-5	0	1	0.0	99	-1	4
O=C(Nc1nc2ccccc2c(=O)s1)c1ccco1	2	123	7	4	2	0.4	110	-2	10
CCCCC(NC(=O)c1ccc(C#N)cc1)C(=O)NCCC (centres undefined)	0	100	3	2	0	.	97	.	1
N#CCSc1nnc(CNc2cccc(Cl)c2)o1	2	106	9	0	1	1.5	110	-2	2
O=C(NCc1ccccc1)c1ccc(CN2CCC(Cc3ccccc3)CC2)cc1	3	124	.	0	.	-1.4	125	.	.
COc1ccc(-n2ccc(=O)c(C(=O)Nc3ccc(S(=O)(=O)Nc4nccs4)cc3)n2)cc1	-10	90	5	3	2	-6.5	99	-2	1
CCc1ccc(N2CC(C(=O)OCC(=O)Nc3ccccc3C)CC2=O)cc1 (centres undefined)	-10	97	-3	0	3	.	99	.	-4
CCC(=O)O/N=C(\N)c1ccc(Oc2cc(C)c(Cl)c(C)c2)c([N+](=O)[O-])c1	0	103	1	1	2	-1.0	91	0	-16
CCCNS(=O)(=O)c1ccc(CCC(=O)N2CCCCC2)cc1	11	108	0	0	3	1.6	106	1	11
CC(Sc1nn(-c2ccc(F)cc2)c(=S)s1)C(=O)c1c(N)n(C)c(=O)n(C)c1=O (centres undefined)	-5	108	5	3	-3	0.7	104	-3	5
COc1ccc(N2C(=O)/C(=C\c3ccco3)N=C2SCC(=O)NC(C)C)cc1Cl	-24	103	-12	0	-8	0.5	105	0	-10
O=C(O)C1CC=CCC1C(=O)NCCCCc1ccccc1 (centres undefined)	5	93	6	0	2	0.1	97	0	0
COCCn1c(=O)[nH]c2cc(C(=O)NCCN3CCN(c4ccc(OC)cc4)CC3)ccc2c1=O	-9	107	-3	24	4	-0.4	110	-7	8
Cc1cccc(C)c1NC(=O)NC1(C(=O)NCCN2CCOCC2)CCCCC1	18	112	9	0	-1	-1.2	101	4	-5
COCCn1nnnc1C(c1ccc2ncccc2c1)N1CCc2ccccc21 (centres undefined)	13	98	1	1	1	0.8	102	-1	10
CCNC(=S)NNC(=O)c1cc(-c2cccnc2)nc2ccccc12	0	101	-1	4	4	0.9	100	3	2
CC(NC(=O)c1cccc(S(=O)(=O)N(C)C)c1)C1CC2CCC1C2 (centres undefined)	-3	92	5	0	3	0.5	98	-1	7
C/C(CC(=O)Nc1c(Cl)cccc1C(F)(F)F)=N\NC(=O)c1cnccn1	15	98	2	0	-4	0.2	93	2	6
Cc1ccc(-n2ccc(=O)c(C(=O)Nc3ccc(S(=O)(=O)Nc4nccs4)cc3)n2)cc1	-4	97	1	0	7	-0.5	104	-2	5
FC(F)(F)c1nnc2c(Sc3ccccc3)nc3ccc(Cl)cc3n12	11	97	-6	0	4	0.5	96	4	5
Cc1ccc(NC(=O)CCc2nc3ccccc3[nH]2)cc1C	-29	111	2	2	8	0.4	112	5	9
Cc1cc(N2CCOCC2)n2nc(C(F)(F)F)c(-c3ccccc3)c2n1	-9	94	.	6	.	3.8	96	.	.
COC(=O)N/N=C/c1cn(CCOc2ccc(OC)cc2)c2ccccc12	6	99	0	0	1	-0.2	98	0	-2
CSc1ccccc1NC(=O)COC(=O)Cn1cc(C(F)(F)F)ccc1=O	-11	94	6	2	1	.	98	.	5
C1=C(CCNCC2CCCCC2)CCCC1	.	99	5	6	1	-1.8	105	-4	2
CC(C)N(Cc1cnn(C)c1)Cc1nc(COc2ccccc2)no1	-8	98	9	1	5	0.0	96	0	-1
COc1cc(C(=O)OCC(=O)NCC2CCCO2)cc(OC)c1OC (centres undefined)	9	98	6	0	.	.	95	.	.
Cc1cccc(N2CCN(C(=O)c3c(-c4ccccc4)noc3C)CC2)c1C	17	98	2	5	3	-0.5	96	2	4
CN(CC(=O)Nc1ccc(OC(F)(F)F)cc1)C(=O)Cc1c(Cl)cccc1Cl	25	106	-3	1	1	1.0	101	0	-11
COC(=O)C1=C(C)NC(=S)NC1/C=C/c1ccccc1 (centres undefined)	28	104	-6	1	4	0.1	103	0	5

An excerpt from above in order of their number in GLD-1 RNA inh, high to low.
compound | GLD-1 RNA inh
C1=C(CCNCC2CCCCC2)CCCC1 | 5
Cc1ccc(NC(=O)CCc2nc3ccccc3[nH]2)cc1C | 2
COC(=O)C1=C(C)NC(=S)NC1/C=C/c1ccccc1 (centres undefined) | -6

Other compounds follow.
SMILES	VLA-4 inh	AGP1 TOR yeast	GLD-1 RNA inh	GRK2 inh	BCLXL inh	MEX-5 binding	CIT2-GFP yeast	Fam108B inh	MCL1 BIM primary
Cc1sc(Cc2nc(O)cs2)nc1-c1ccccc1	-7	94	0	1	0	0.1	101	-2	5
CCn1c(SCC(=O)NCC2CCCO2)nc2cc(S(=O)(=O)N3CCCCC3)ccc21 (centres undefined)	7	103	-2	10	-2	3.8	100	-1	-4
Cc1nn(Cc2ccccc2)c(Cl)c1C(=O)OC1CCOC1=O (centres undefined)	17	109	-3	4	5	2.0	110	7	-18
CSc1nnc(NC(=O)C23CC4CC(CC(C4)C2)C3)s1	1	91	-4	6	-2	-1.3	88	4	-6
C=CCn1c(Br)nc2c1c(=O)[nH]c(=O)n2C	13	114	-1	0	-2	2.5	111	5	0
CCn1nc(NS(=O)(=O)c2ccc(NC(C)=O)cc2)c2cc3cccc(C)c3nc21	-4	119	2	0	9	0.4	116	2	8
CCc1ccc(/C=N/NC(=O)c2ccc(OC3CCCC3)cc2)s1	-5	106	2	2	5	-0.6	109	-5	5
Cc1cc(C)n(-c2ccc3cccc(NS(C)(=O)=O)c3n2)n1	17	95	8	1	1	-11	98	5	8
N#Cc1nc(N2CCCC2)nc(N2CCCC2)n1	-6	95	-1	3	4	-1.1	100	-4	0
Cc1ccc(CSc2nc3c(c(SCC(=O)O)n2)CCCC3)cc1	-5	97	8	1	4	-0.3	95	-3	6
CC(NC(=O)c1cc(COc2c(F)cccc2F)on1)c1cnn(-c2ccccc2)c1 (centres undefined)	-5	98	4	6	3	-0.8	98	4	3
O=C(CSc1nnnn1-c1cccc(C(=O)O)c1)NC(c1ccccc1)c1ccccc1	-5	101	-6	5	-1	-0.9	91	-1	-7
COc1ccccc1NC(=O)NNC(=O)c1ccc(-c2ccccc2)cc1	3	95[may fluoresce green]	4	3	6	-0.4	106[may fluoresce green]	-2	10
CCCCCC(=O)Nc1cc(S(=O)(=O)N2CCOCC2)ccc1Oc1ccc(OCC)cc1	-2	103	4	3	1	-0.1	100	-2	2
O=S(=O)(CCc1nc2ccccc2o1)c1ccc2ccccc2c1	-9	98	-3	0	-2	1.4	95	-3	-2
COC(=O)c1ccc(C(=O)NN)cc1	8	106	8	0	2	0.5	95	-2	2
COC(=O)c1c(-c2ccc(C)cc2)csc1NC(=O)c1c(-c2ccccc2)noc1C	-12	98	4	2	1	0.6	104	-3	-1
Cn1c(=O)c2c(SCC(=O)NCC3CCCO3)nc(CC(C)(C)C)nc2n(C)c1=O (centres undefined)	3	109	4	6	4	-0.2	101	2	-5
O=C(Nc1cccc(S(=O)(=O)N2CCOCC2)c1)[C@@H]1CCCN1S(=O)(=O)c1ccc(Cl)cc1	15	96	-2	0	-12	-1.8	96	-2	-20
CCCn1c(=O)c2c(nc3n2CCCN3CCc2ccc(OC)c(OC)c2)n(C)c1=O	13	94	3	3	2	-2.9	96	2	1
O=C(CCNS(=O)(=O)c1cccc2nonc12)NCc1cccs1	-4	98	0	0	7	-1.3	97	-1	7
CCCCCN1C=CC(=C2C(=O)c3ccccc3C2=O)C=C1	-1	99	-7	0	13	-1.6	96	4	1
CC(C)C[C@H](NC(=O)C1CC(=O)N(c2ccc(F)cc2)C1)C(=O)N1CCCCC1 (some centres undefined)	8	115	6	3	2	2.5	117	4	6
O=C(c1ccco1)N1CCN(S(=O)(=O)Cc2ccccc2Cl)CC1	2	97	-2	12	4	-2.4	102	0	1
COc1ccc(NC(=O)c2cc(-c3cccs3)on2)c(OC)c1	0	97	-6	0	4	-1.6	104	-4	3
Nc1c(C(=O)NCc2ccc3c(c2)OCO3)nnn1Cc1cccc(F)c1	2	99	1	1	0	0.4	100	-7	-8
O=C(Cc1csc(-c2ccccc2)n1)NCc1ccccc1F	8	96	1	4	-1	-1.2	87	-3	1
COc1ccc(CC(=O)NN2C(=O)c3ccccc3C2=O)cc1	-1	102	7	2	6	-0.8	108	-4	3
Fc1ccc(-c2nnc(-c3ccc(Cl)cc3)o2)cc1	2	92	5	0	2	-1.6	88	-5	1
CCc1nnc(NC(=O)CN2CCN(S(C)(=O)=O)CC2)s1	12	89	3	0	-3	-2.7	94	-1	-1
CN1CCSc2ccc(C(=O)NCc3ccccc3F)cc21	-14	91	0	3	4	-0.2	90	-2	7
CCCCn1c(N)c(N(CC(C)C)C(=O)CCS(=O)(=O)c2ccc(C)cc2)c(=O)[nH]c1=O	21	108	1	1	0	0.0	103	3	-6
CCN(CC(=O)Nc1ccccc1C(F)(F)F)C(=O)Cc1sc(C)nc1-c1ccc(F)cc1	-13	95	7	3	-3	-0.7	105	4	-1
CC(C)NC(=O)N(C)C[C@H]1Oc2c(NC(=O)Nc3ccccc3)cccc2C(=O)N([C@H](C)CO)C[C@@H]1C	-7	102	1	0	.	.	105	.	.
CCSc1nc2sc3c(c2c(=O)[nH]1)CC(C)(C)OC3	1	100	-5	4	4	0.7	111	-6	7
CCOC(=O)NC(NCCc1ccccc1)(C(F)(F)F)C(F)(F)F	4	111	8	3	2	-3.8	104	-5	10
Cc1cccc(Cc2c(C)nc3c(C(=O)NCc4ccco4)cnn3c2C)c1	-5	93	3	5	0	2.7	100	0	-1
Cc1c(NC(=S)N/C(=N/S(=O)(=O)c2ccc(Cl)cc2)c2ccccc2)c(=O)n(-c2ccccc2)n1C	3	102	0	0	9	-0.6	100	0	11
CCNC(=O)c1ccc(=O)n(Cc2ccc(Cl)cc2Cl)c1	3	113	8	1	7	5.1	94	-1	2
COc1ccc(OC)c(NC(=O)CC2SC(=Nc3ccc(F)cc3)N(CCC3=CCCCC3)C2=O)c1 (centres undefined)	19	.	-2	7	0	1.1	.	-2	-5
CCN(C(=O)COC(=O)CCc1ccccc1OC)c1c(N)n(Cc2ccccc2)c(=O)[nH]c1=O	5	95	5	0	1	-0.2	98	2	-2
COc1cc(C=O)ccc1OCC(=O)Nc1cccc(S(=O)(=O)N(C)c2ccccc2)c1	18	117	5	0	-5	2.4	105	0	-5
CC(C)N1CCC(=NNC(=O)c2cccs2)CC1	8	102	6	0	5	1.5	106	1	12
COc1ccc(C(=O)NCC(=O)N2CCCC(C(F)(F)F)C2)cc1OC (centres undefined)	-2	103	0	0	1	-0.1	103	-2	-1
CCc1nnc(NC=C2C(=O)OC(C)(C)OC2=O)s1	25	75	1	0	-1	4.4	62	-4	-3
CCn1cc(C(=O)N(C)c2ccccc2F)c2cc(OC)c(OC)cc2c1=O	3	86	-4	7	-12	-0.1	106	-9	-23
COc1ccc(OC2CCN(C(=O)Nc3ccc(C)cc3)CC2)cc1	9	93	-9	0	1	1.3	104	3	0
Clc1ccc(CSc2nnc(-c3cccnc3)o2)cc1	8	.	10	1	-2	0.7	96	5	0
